# miR122 inh: inhibitors of miR-122 in Huh7 cells; Huh7 miR-122 Renilla luciferase sensor, 48 h; neutral wells = 0, positive control = 100; activation (reporter increase), % at 12.5 µM; actives 0.3% (n = 340,000);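 active means mean replicate activation score at least 90 and every replicate individually at or above 90; inconclusive means only one of the two criteria met; inactive means neither criterion met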;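 further: higher luciferase means less miR-122 activity so hits act as miR-122 inhibitors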
# ERAP1 inh: ERAP1 (human) enzyme inhibition. recombinant ERAP1, Leu-AMC fluorescence, 60 min. inhibition, % at 10.7 µM. actives 0.15% (n = 340,000). Q9NZ08;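 active means mean replicate inhibition of at least 30%, or all replicates individually reaching that 30% level; inactive means mean below 30% and not every replicate reaching it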;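 further: 0% = neutral control wells and 100% = L-leucinethiol positive control wells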
# PGC1a acetyl inh: lowers PGC1a acetylation signal in U2OS cells | AlphaScreen anti-acetyl-lysine; with virally co-expressed GCN5 acetyltransferase | inhibition, % at 15.6 µM | actives 0.17% (n = 350,000) | AID 651687;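 active means every replicate shows inhibition of at least 40%; inconclusive means mean inhibition at least 40% but some replicate below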;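 further: 0% = neutral control wells and 100% = positive control wells; some results beyond the cut were filed as inactive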
# RAD52 anneal inh: blocks human RAD52 DNA annealing; inhibition, % at 18.7 µM; AID 651710; actives 0.46% (n = 360,000); P43351; recombinant RAD52 DNA annealing, FRET fluorescence;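 active means every replicate showing at least 50% inhibition; inconclusive means mean inhibition at least 50% but not in every replicate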
# PglD inh: blocks C. jejuni PglD acetyltransferase activity; purified PglD enzyme, DTNB colorimetric CoA detection; inhibition, % at 12.5 µM; actives 0.098% (n = 360,000); AID 602405; in the data active means inhibition above about 16%, passing the limit was not always enough; inconclusive means no clear call, values can overlap the other calls; further: strong numbers were not always called active
# Cneo AK release: Cryptococcus neoformans lysis via adenylate kinase release; C. neoformans lysis, adenylate kinase release luminescence, 4 h; normalised: neutral wells 0, clomiphene wells 100; lysis activity, % at 15 µM; actives 0.2% (n = 360,000); AID 651654;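 active means mean lysis activity across replicates of at least 80%, whatever share of replicates individually reach that level; inactive means mean lysis activity below 80%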
#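 Test system: log-phase Cryptococcus neoformans yeast cells; Quantity: yeast cell density of 5 × 10^6 cells/mL; Buffer or medium: YPD; Doses: single compound concentration per well; Timing: 4 h at 37 °C static, read 1 h later; Measured by: AK luminescence; Read-out basis: lysis from increased AK signal; Control set: Clomiphene as positive control.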
# RAD54 branch: RAD54 (human) branch migration inhibition; inhibition, % at 10.4 µM; actives 0.14% (n = 360,000); RAD54 Holliday junction branch migration, FAM/BHQ fluorescence;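 active means mean normalized replicate activity at least 40 and at least half of replicates scoring 40 or more; inconclusive means only one of the two criteria met; inactive means mean below 40 and under half of replicates reaching 40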;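 further: 0% = median of neutral control wells and 100% = median of positive control wells; inhibitors cause a drop in the FAM fluorescence signal; in these data hits start at about 50%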
# Target sequence (Q92698 whole entry, looked up): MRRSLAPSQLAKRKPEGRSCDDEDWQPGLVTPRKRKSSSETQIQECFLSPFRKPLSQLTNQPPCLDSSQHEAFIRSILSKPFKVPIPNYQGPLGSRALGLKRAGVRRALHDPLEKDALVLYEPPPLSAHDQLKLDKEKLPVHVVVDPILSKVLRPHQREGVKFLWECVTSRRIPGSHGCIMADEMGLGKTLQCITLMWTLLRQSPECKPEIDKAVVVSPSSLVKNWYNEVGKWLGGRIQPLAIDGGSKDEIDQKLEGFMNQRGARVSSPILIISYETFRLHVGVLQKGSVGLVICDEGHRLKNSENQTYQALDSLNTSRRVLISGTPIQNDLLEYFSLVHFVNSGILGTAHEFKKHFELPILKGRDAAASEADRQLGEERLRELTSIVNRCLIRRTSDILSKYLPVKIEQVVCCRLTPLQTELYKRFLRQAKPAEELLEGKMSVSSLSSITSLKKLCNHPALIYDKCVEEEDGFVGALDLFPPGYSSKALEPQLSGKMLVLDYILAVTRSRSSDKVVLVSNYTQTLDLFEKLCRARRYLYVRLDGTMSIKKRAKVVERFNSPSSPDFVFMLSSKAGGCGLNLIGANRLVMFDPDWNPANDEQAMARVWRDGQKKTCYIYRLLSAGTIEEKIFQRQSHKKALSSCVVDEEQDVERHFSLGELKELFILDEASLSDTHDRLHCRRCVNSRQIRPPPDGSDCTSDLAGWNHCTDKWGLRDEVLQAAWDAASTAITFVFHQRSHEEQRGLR
# E-selectin induc: induces E-selectin expression in human endothelial cells. activation, % at 7.58 µM. actives 0.37% (n = 260,000). AID 686992. HUVEC E-selectin immunofluorescence imaging; normalized: neutral wells 0, TNF-alpha wells 100. P16581;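 active means mean E-selectin-positive cell signal at least 10% of the positive control, reached in at least 60% of replicates, without over 20% cell loss; inconclusive means no rule given, readout overlaps actives, possibly toxicity-flagged; inactive means the rest, including those meeting only one limit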;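 further: in these data hits start at about 27%; measured in HUVEC primary endothelial cells; signal is the percent of cells scored E-selectin positive by PE staining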
#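 assay system = HUVEC, human umbilical vein endothelial cells | input = 3,000 HUVEC seeded per well | medium = EGM-2 growth medium on 0.1% gelatin-coated wells | dosing = one compound dose added by pin transfer | signal = immunofluorescence imaging | read-out basis = % PE-positive cells | control set = TNF-alpha, DMSO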
# Starred values were filed as active, the others as inactive; ? = inconclusive; / = not tested or not shown; & = joins results of further samples; [ ] = remark or other dose.
SMILES,miR122 inh,ERAP1 inh,PGC1a acetyl inh,RAD52 anneal inh,PglD inh,Cneo AK release,RAD54 branch,E-selectin induc
C[C@H]1CN([C@@H](C)CO)C(=O)c2cc(-c3ccc(C#N)cc3)cnc2O[C@@H]1CN(C)C(=O)CC1CC1,6.1[16.7 µM],-3.7,/,-0.4,1.6,-2.3,-15.5,-0.2
O=C(O)CC(NC(=O)C(c1ccccc1)c1ccccc1)c1cccc([N+](=O)[O-])c1 (stereo not drawn),/,0.9,5.8,-20.4,/,/,/,3.1
CC1CCC(NC(=O)COC(=O)c2cccnc2Cl)CC1 (stereo not drawn),-2.8,-2.1,-10.9,-1.7,0.8,3.1,-10.3,?
CC1(C(=O)NS(=O)(=O)C2CC2)CCN(C(=O)c2ccccc2OC(F)(F)F)C1 (stereo not drawn),-1.4,1.5,5.8,-5.7,1.5,-1.3,12.7,0.1
Cc1ccc(C)c(N2CCN(C(=O)c3ccc4nsnc4c3)CC2)c1,49.3,3.7,-14.9,3.1,-0.6,-3.5,3.3,/
O=C(COC(=O)C1(c2ccccc2F)CCCC1)Nc1ncc(C(F)(F)F)cc1Cl,0.2,/,-24.9,/,15.6,3.0,2.5,/
C[C@@H]1CN([C@@H](C)CO)S(=O)(=O)c2ccc(-c3cncnc3)cc2O[C@@H]1CN(C)C(=O)Cc1ccccc1,-2.6[16.7 µM],0.7,6.6,-1.7,0.2,-2.3,-9.4,-0.2
C/C(=N\OC(=O)c1ccccc1F)c1nccs1,-4.0,/,-6.7,/,-2.4,-6.8,-1.6,/
COc1ccc(NC(=O)Cn2cc(C(=O)c3ccco3)c3ccccc32)cc1,3.2,/,/,/,-1.8,0.4,9.1,/
CC[C@]12c3[nH]c4ccc(Cl)cc4c3CCN1C(=O)[C@@H](CC(=O)NCc1ccc(OC)c(OC)c1)C[C@@H]2C(=O)N1CCN(C(=O)C2CC2)CC1,-4.6,0.3,4.4,-0.2,0.5,4.1,4.6,2.8
Cc1ccccc1OCC(=O)OCC(=O)NC1CCCC1,-7.0,-3.2,-1.1,-27.4,0.4,4.0,-15.0,0.3
CC(C)(CO)CNC(=O)c1ccc(OC2CCN(C(=O)C3CC3)CC2)cc1,-1.0,4.6,/,4.9,-1.3,2.4,-2.7,-0.6
C[C@@H]1CN([C@H](C)CO)C(=O)c2cccc(NS(=O)(=O)c3cccs3)c2O[C@@H]1CN(C)S(=O)(=O)c1ccc(Cl)cc1,6.9[16.7 µM],-0.1,2.7,-289.8,-2.1,-0.2,-9.3,0.0
Cc1csc2c(N3CCN(C(=O)NC(C)(C)C)CC3)ncnc12,-9.3,-1.9,17.4,-7.5,6.8,-0.2,0.0,0.1
Cc1ccc(-n2ncc3c(=O)[nH]c(SCC(=O)N4CCC(C)CC4)nc32)cc1C,-3.9,2.3,4.2,-14.7,2.9,-0.1,2.0,-1.6
O=c1[nH]c2ccccc2c2cn(-c3ccccc3)nc12,-7.5,2.7,7.2,-8.8,-5.5,-1.2,13.3,0.3
CCCN1[C@@H]2c3ccc(-c4ccccc4)c(=O)n3C[C@@H]2[C@@H](CO)[C@@H]1C(=O)N[C@H](C)c1ccccc1,3.2[16.7 µM],1.9,/,10.7,-1.9,1.3,-6.5,-1.4
O=C(NC(Cc1c[nH]c2ccccc12)C(=O)O)c1ccco1 (stereo not drawn),-9.6,/,-2.1,/,2.1,-15.7,4.4,/
O=c1cc(CSc2nnc(-c3ccco3)o2)c2ccccc2[nH]1,6.4,/,/,/,8.2,-0.3,2.6,/
COc1ccc(S(=O)(=O)N(C)c2ccc(C(=O)NCCC(C)C)cc2)cc1,14.1,1.5,-8.3,-3.3,5.3,-2.3,9.3,/
Cc1cc(=O)n2[nH]c(-c3cccc(Cl)c3)cc2n1,13.1,0.9,-7.6,-6.4,4.6,-0.3,2.3,0.1
Cc1ccccc1S(=O)(=O)N1CCCCN2[C@H](C1)[C@H](c1ccc(C#CCN(C)C)cc1)[C@@H]2CO,6.7[16.7 µM],0.6,-6.8,27.3,0.2,2.4,8.7,-0.1
CCCn1c(SCC(=O)Nc2cccc(Cl)c2Cl)n[nH]c1=O,-12.9,-1.2,-0.4,-9.7,5.0,-4.5,8.8,1.5
Cc1cccc(C(=O)NNC(=O)c2c(O)c3ccccc3n(C)c2=O)c1,-6.6,7.9,-13.9,-0.6,-7.7,0.4,-3.6,/
Cc1cccc(-c2ccc([C@H]3[C@@H](CO)N4CCCCN(C(=O)c5ccc6c(c5)OCO6)C[C@H]34)cc2)c1,-20.5[16.7 µM],-5.3,-10.7,-24.8,0.9,2.0,-0.2,-0.1

# (more compounds)
SMILES,miR122 inh,ERAP1 inh,PGC1a acetyl inh,RAD52 anneal inh,PglD inh,Cneo AK release,RAD54 branch,E-selectin induc
C[C@@H]1CN([C@@H](C)CO)C(=O)Cc2cc(NS(=O)(=O)c3cn(C)cn3)ccc2O[C@@H]1CN(C)C(=O)NC1CCCCC1,2.8[16.7 µM],/,-6.0,/,-4.1,-1.3,-2.2,3.1
O=C(CSc1n[nH]c(=O)n1C1CC1)c1ccc2c(c1)OCCO2,-6.3,/,2.5,-12.9,3.9,-3.0,-5.3,/
COc1ccc(NS(=O)(=O)c2cccc(C(=O)NNC(=O)CNC(=O)c3ccccc3Cl)c2)cc1,3.5,1.0,-3.0,-11.9,0.7,4.9,-3.2,0.7
Cc1cccc(C)c1NC(=O)CSc1nnc(C2CCCCC2)o1,/,0.4,/,-0.4,2.6,-3.6,-7.4,0.1
N[C@@H](Cc1ccc(F)cc1)C(=O)O,0.1,0.6,1.9,-3.6,-2.2,1.5,-1.3,0.5
COc1ccc(Cl)cc1NC(=O)CN(C)CC(=O)Nc1ccc2c(c1)OCO2,-1.7,0.0,3.8,-11.9,2.3,-2.7,1.6,-0.1
CN1C(=O)c2cc(NC(=O)c3ccc(F)cc3)ccc2OC[C@@H]2O[C@@H](CC(=O)O)CC[C@H]21,7.9[16.7 µM],0.1,0.1,-1.1,11.9,14.7,-14.9,0.0
O=[N+]([O-])c1cccc(COc2cccc(CO)c2)c1,0.1,-6.7,4.9,11.4,-1.8,6.2,-8.4,-0.8
CN1CCN(C(=S)Nc2ccc([N+](=O)[O-])cc2)CC1,11.3,/,5.3,/,-0.1,0.7,8.2,/
CCC(=O)N(C)C[C@H]1Oc2ncc(C#CCc3ccccc3)cc2C(=O)N([C@@H](C)CO)C[C@@H]1C,-4.8[16.7 µM],-0.4,-4.8,-9.0,3.6,3.3,-8.4,0.1
CCOc1cc(S(=O)(=O)N2CCCCC2)ccc1F,1.4,1.7,-24.5,5.6,2.0,0.7,-0.5,/
O=S(=O)(NCCC1=CCCCC1)c1ccccc1Cl,?,0.9,0.2,-2.7,0.0,-1.0,-3.2,-1.7
O=C(C[C@H]1CC[C@H](NC(=O)c2ccncc2)[C@H](CO)O1)NCC1CCCCC1,9.5[16.7 µM],5.0,11.8,3.8,0.5,-2.7,4.9,-0.3
O=C(Cn1cc[n+](CC(=O)c2ccccc2)c1)c1ccccc1,-16.3,/,2.7,/,-5.4,0.7,9.8,/
Cc1cc(NC(=O)C(C)C)ncc1NC(=O)CCc1ccccc1,-0.4,5.2,-6.2,-3.6,1.9,3.4,-6.1,/
CC(C)CN(C(=O)COC(=O)CSc1ccc(Br)cc1)C1CCS(=O)(=O)C1 (stereo not drawn),-9.8,-1.5,7.1,-9.7,-3.3,-2.1,5.4,0.2
O=C(NCC(c1ccco1)N1CCc2ccccc21)C(=O)Nc1ccccc1 (stereo not drawn),12.4,0.6,/,-8.2,0.3,0.9,5.5,2.9
CCCCOC(=O)n1c(=S)oc2cc(Cl)ccc21,2.5,/,10.9,/,3.1,-1.1,-0.7,/
O=C(NCC1CCCO1)C(=O)N/N=C\c1ccc2c(c1)OCO2 (stereo not drawn),-2.6,2.4,/,-0.3,7.4,0.0,-1.4,/
CSc1ccc(/C=C2/C(=N)N3N=C(CC(=O)N4CCCC4)SC3=NC2=O)cc1,-1.6,1.5,9.2,-39.0,3.2,1.3,7.4,16.5
Cc1noc(C)c1NC(=O)N(C)C[C@@H]1Oc2c(NC(=O)NC3CCCCC3)cccc2C(=O)N([C@@H](C)CO)C[C@@H]1C,5.6[16.7 µM],2.8,1.3,7.1,3.0,37.0,-2.0,-0.3
CC(=O)N1CCc2ccc([N+](=O)[O-])cc21,/,1.0,0.8,5.9,-1.8,-0.3,2.0,-0.1
CCCN1CCC(=O)N([C@H](CSc2ccc(C)cc2)CC(C)C)CC1,0.1,/,-8.6,/,2.8,0.2,-6.6,0.1
COc1cccc(-n2ccnc2SCC(=O)Nc2nccs2)c1,-3.2,/,0.5,/,-4.8,-1.7,2.4,/
COc1ccccc1N(CC(O)Cn1c(C)nc2ccccc21)S(=O)(=O)c1ccccc1 (stereo not drawn),-4.3,4.7,-1.5,-6.6,-3.6,-2.4,-0.1,/

# Structures listed so far containing a CF3 group:
SMILES,miR122 inh,ERAP1 inh,PGC1a acetyl inh,RAD52 anneal inh,PglD inh,Cneo AK release,RAD54 branch,E-selectin induc
CC1(C(=O)NS(=O)(=O)C2CC2)CCN(C(=O)c2ccccc2OC(F)(F)F)C1 (stereo not drawn),-1.4,1.5,5.8,-5.7,1.5,-1.3,12.7,0.1
O=C(COC(=O)C1(c2ccccc2F)CCCC1)Nc1ncc(C(F)(F)F)cc1Cl,0.2,/,-24.9,/,15.6,3.0,2.5,/

# (listing goes on)
SMILES,miR122 inh,ERAP1 inh,PGC1a acetyl inh,RAD52 anneal inh,PglD inh,Cneo AK release,RAD54 branch,E-selectin induc
COc1ccc(NC(=O)N(C)C[C@H]2OCCCC[C@H](C)Oc3ccc(NS(C)(=O)=O)cc3C(=O)N([C@@H](C)CO)C[C@H]2C)cc1,10.2[16.7 µM],-1.6,18.1,-8.0,5.4,46.8,-0.1,-0.1
CC(Sc1nnnn1-c1ccc(O)cc1)C(=O)NNC(=O)c1ccc(F)cc1 (stereo not drawn),-2.5,-0.2,4.2,-4.9,-6.3,0.2,-6.9,/
CO[C@H]1CN(C)C(=O)c2cc(NC(=O)c3cnccn3)ccc2OC[C@@H](C)N(CC2CC2)C[C@H]1C,/,-2.3,4.9,3.2,/,/,/,0.1
COc1cc2ccccc2cc1C(=O)Nc1ccc(C)cn1,/,-2.1,/,-17.1,-3.8,-0.8,0.8,/
COc1ccc(N(CC(=O)NCc2ccccc2OC)S(=O)(=O)c2ccccc2)cc1,/,2.4,/,-9.2,3.1,0.0,-7.3,/
CC1(C)CC(=O)C=C(NC2CCCCC2)C1,-12.0,-2.9,-9.1,3.2,3.1,-3.6,-1.0,-0.1
CCCc1[nH][nH]c(=O)c1C(c1ccc(Cl)cc1)C(C#N)C#N (stereo not drawn),4.0,1.5,10.7,8.1,-0.1,0.9,1.5,/
O=S(=O)(c1ccccc1)N1[C@@H]2CNC[C@H]1C2c1ccc(-c2cccc(F)c2)cc1 (stereo partly drawn),/,-4.0&-3.4,-17.9&6.9,41.6&26.5,/,/,/,0.6&0.6
O=C(Nc1ccccc1Br)c1cccc2ccccc12,2.2,5.0,-2.2,-1.7,-0.8,-1.1,0.8,3.2
O=C(C1CC1)N1CC(=O)N2[C@@H](CO)[C@@H](c3ccc(C#Cc4cccc(F)c4)cc3)[C@@H]2C1,/,0.0,16.9,-4.0,/,/,/,0.3

# Source: PubChem BioAssay
